Rac1 act GTP bind: alters GTP binding to activated mutant human Rac1 | hit rate 0.11% among 190,000 | GST-Rac1 activated beads, fluorescent GTP binding, flow cytometry; actives lie on both sides; 100% means binding = to untreated wells | percent activity (GTP binding), % at 10 µM;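 active = GTP binding at least 20 percentage points away from the 100% baseline, in either direction, so actives lie on both sides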
Rab7 wt modul: alters GTP binding to wildtype dog Rab7; GST-Rab7 beads, fluorescent GTP binding, flow cytometry; actives lie on both sides; untreated = 100%, excess cold GTP = 0%; GTP binding activity (percent of control), % at 10 µM; hit rate 0.055% among 190,000;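 active = fluorescent GTP binding to Rab7 beads changed by at least 20 points from the 100% baseline, either direction, mostly lower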;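 also: median green fluorescence of bound Bodipy-FL-GTP per Rab7 bead population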
Pf gametocyte: inhibitors of late stage P. falciparum gametocyte viability; hit rate 0.065% among 150,000; P. falciparum stage V gametocytes, ATP luminescence, 24 h; AID 743093; inhibition, % at 10.9 µM;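 active = inhibition above the mean plus 3 SD of compounds within the control limits, set per campaign, cut at about 38% in these data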;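 also: 0% = DMSO wells and 100% = medium only without gametocytes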
Rab2 wt GTP: changes GTP binding to wildtype dog Rab2A, up or down. P61105. GST-Rab2 wt beads, Bodipy-GTP binding, flow cytometry. GTP binding activity, % at 10 µM. hit rate 0.19% among 190,000. AID 760;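 active = GTP binding activity at least 20 points away from 100%, either lowered or raised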;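 also: 0% = beads with excess unlabeled GTP and 100% = no-compound control corrected for plate trend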
Mcl1 Noxa PPI: disrupts binding of human Mcl-1 to Noxa peptide; Q07820; TR-FRET Mcl-1/Noxa peptide binding, 2 h; inhibition, % at 21.7 µM; hit rate 1.5% among 220,000; AID 1022;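 active = compounds that cut the protein-peptide binding signal by more than 50% relative to plate controls in a single-dose test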;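 also: His-tagged Mcl-1 with rhodamine Noxa BH3 peptide and terbium anti-His antibody; 0% = Mcl-1 plus Noxa peptide wells and 100% = peptide-only wells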
Avidin bead fluor: compound fluoresces at 488/530 nm on avidin beads. fluorescence (KMESF) at 10 µM. compound fluorescence 488/530 nm, flow cytometry; stronger effect = higher value. hit rate 0.38% among 220,000. AID 1775; in the data active = fluorescence above about 47; also: inactives centre near 10
ABCB1 block: human ABCB1 inhibition, ABCG2 as counter-screen; hit rate 0.067% among 190,000; inhibition, % at 6.6 µM; AID 1326; P08183; CCRF-Adr cells, JC-1 efflux, flow cytometry; in the data active = inhibition above about 40%;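 also: 0% = vehicle and 100% = reference inhibitor; higher value means more JC-1 retained so stronger ABCB1 efflux block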
HRas wt GTP bind: modulators of GTP binding to human HRas wildtype; hit rate 0.14% among 190,000; AID 759; GTP binding activity, % at 10 µM; P01112; GST-Ras wt beads, Bodipy-FL-GTP binding, flow cytometry; actives lie on both sides;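 active = GTP binding activity at least 20% away from the 100% baseline, either lowered as inhibitor or raised as activator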;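 also: 0% = unlabeled GTP competition control and 100% = no-compound control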
Target sequence (P01112 whole entry, looked up): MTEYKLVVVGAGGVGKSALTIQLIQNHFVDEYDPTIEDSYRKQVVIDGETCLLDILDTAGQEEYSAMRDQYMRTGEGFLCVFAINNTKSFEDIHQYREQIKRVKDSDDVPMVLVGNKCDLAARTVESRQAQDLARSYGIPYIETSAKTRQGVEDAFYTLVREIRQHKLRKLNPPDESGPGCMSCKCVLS
Cdc42 wt GTP: human Cdc42 wildtype GTP binding change, either direction. GST-Cdc42 beads, Bodipy-GTP binding, flow cytometry; actives lie on both sides. percent activity (GTP binding), % at 10 µM. hit rate 0.2% among 190,000;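 active = percent activity GTP binding at least 20 points away from the 100% baseline, either down as inhibitor or up as activator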;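 also: median bead fluorescence of bound Bodipy-FL-GTP at 100 nM; 0% = excess unlabeled GTP control and 100% = no compound control; below 100% means less GTP binding so inhibitor and above means activator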
Target sequence (P60953 whole entry, looked up): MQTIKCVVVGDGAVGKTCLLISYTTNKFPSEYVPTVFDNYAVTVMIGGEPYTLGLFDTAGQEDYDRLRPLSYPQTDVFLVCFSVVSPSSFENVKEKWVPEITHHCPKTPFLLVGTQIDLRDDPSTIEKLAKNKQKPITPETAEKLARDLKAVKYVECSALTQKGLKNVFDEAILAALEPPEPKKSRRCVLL
ABCG2 block: human ABCG2 inhibition, ABCB1 as counter-screen | inhibition, % at 6.6 µM | Q9UNQ0 | AID 1325 | hit rate 0.1% among 190,000 | IgMXP3 cells, JC-1 efflux, flow cytometry;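 active = inhibition above 80%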;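 also: 0% = DMSO and 100% = nicardipine control wells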
Target sequence (Q9UNQ0 whole entry, looked up): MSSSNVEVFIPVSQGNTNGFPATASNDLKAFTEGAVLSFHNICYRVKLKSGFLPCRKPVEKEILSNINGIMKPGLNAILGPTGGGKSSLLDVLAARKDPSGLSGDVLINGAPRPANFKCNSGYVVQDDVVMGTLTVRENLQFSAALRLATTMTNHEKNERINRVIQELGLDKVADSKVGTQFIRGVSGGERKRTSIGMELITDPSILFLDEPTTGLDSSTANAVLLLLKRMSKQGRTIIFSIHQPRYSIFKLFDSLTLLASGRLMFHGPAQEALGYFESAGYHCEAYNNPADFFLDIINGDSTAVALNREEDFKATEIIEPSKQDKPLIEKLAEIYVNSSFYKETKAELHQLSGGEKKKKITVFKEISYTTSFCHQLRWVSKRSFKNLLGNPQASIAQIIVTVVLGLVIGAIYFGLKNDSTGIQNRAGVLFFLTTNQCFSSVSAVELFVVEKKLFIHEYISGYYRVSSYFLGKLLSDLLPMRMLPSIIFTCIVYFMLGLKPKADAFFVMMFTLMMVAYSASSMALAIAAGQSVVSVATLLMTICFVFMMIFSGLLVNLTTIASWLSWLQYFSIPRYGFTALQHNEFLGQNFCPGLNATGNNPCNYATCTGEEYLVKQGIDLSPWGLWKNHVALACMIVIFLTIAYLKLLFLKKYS
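Measure – % inhibition of efflux relative to nicardipine and DMSO · Test system – ABCG2 IgMXP3 and barcoded ABCB1 CCRF-Adr cell mix · Control set – nicardipine as high control, DMSO as low control · Compound – one concentration, 6.6 µM final · Signal – flow cytometry of retained JC-1 fluorescence · Timing – 10 min exposure at 25 °C with rotation, no wash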
Rac1 wt GTP bind: modulators of human Rac1 wildtype GTP binding | P63000 | GST-Rac1 beads, fluorescent GTP binding, flow cytometry; actives lie on both sides; 0 = cold GTP competed, 100 = untreated | GTP binding activity (% of control), % at 10 µM | hit rate 0.27% among 190,000 | AID 757;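 active = GTP binding activity at least 20 points away from the 100% control level, either lower or higher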
An asterisk follows results filed as active; / = no result given.

SMILES | Rac1 act GTP bind | Rab7 wt modul | Pf gametocyte | Rab2 wt GTP | Mcl1 Noxa PPI | Avidin bead fluor | ABCB1 block | HRas wt GTP bind | Cdc42 wt GTP | ABCG2 block | Rac1 wt GTP bind
O=C(CN1CCN(S(=O)(=O)c2ccc(Br)cc2)CC1)Nc1ccccc1C(=O)c1ccccc1 | 100 | 98 | -4 | 98 | 2 | 15 | 1.2 | 98 | 101 | 2 | 104
CCCC(=O)Nc1nc2ccc(OCC)cc2s1 | 102 | 100 | / | 106 | 16 | 8 | 0.3 | 103 | 107 | 6 | 111
O=C(N/N=C1\CCc2ccccc21)c1ccccc1Cl | 100 | 101 | -9 | 99 | 4 | 2 | 0.6 | 101 | 101 | 7 | 105
O=C(OC(C(=O)Nc1ccc(Cl)cc1C(F)(F)F)c1ccccc1)c1c(Cl)cccc1Cl (stereo unspecified) | 101 | 102 | / | 103 | -7 | 6 | 0.5 | 103 | 100 | -1 | 104
COc1cc(C(=O)NC(C)Cc2cccs2)cc(OC)c1OC (stereo unspecified) | 94 | 90 | 13 | 95 | 5 | 11 | 0.0 | 95 | 92 | 0 | 94
CN(/N=C/c1cccnc1)C1=NS(=O)(=O)c2ccccc21 | 83 | 84 | -8 | 70* | 15 | 7 | 0.7 | 68* | 78* | 28 | 69*
Cc1ccc(NC(=O)COC(=O)CCC(=O)c2cccs2)cc1 | 94 | 100 | 1 | 97 | 5 | 6 | 0.4 | 98 | 96 | 6 | 98
COc1ccc(/C=N/Nc2nnc(-c3ccccc3)c(=O)[nH]2)cc1 | 96 | 97 | / | 93 | 22 | 13 | 0.5 | 94 | 97 | 11 | 97
Nc1nc(Cn2nnc(-c3ccccc3Cl)n2)nc(N2CCOCC2)n1 | 100 | 104 | 20 | 107 | 1 | 5 | 0.7 | 104 | 107 | 4 | 106
CCOCCCNC(=O)C(NC(=O)c1ccc2c(c1)OCO2)c1ccc(OC)cc1 (stereo unspecified) | 99 | 97 | -11 | 103 | -23 | 30 | 0.1 | 103 | 104 | 2 | 108
CC1CN(c2nnnn2-c2ccccc2)CC(C)O1 (stereo unspecified) | 93 | 98 | / | 96 | 15 | 15 | 0.4 | 95 | 95 | 2 | 96
O=C(Cn1[nH]c(=O)c2ccccc2c1=O)NC1CCN(Cc2ccccc2)CC1 | 96 | 97 | 4 | 97 | 16 | 7 | 0.5 | 98 | 99 | 3 | 98
CC(=O)Nc1ccc(C(=O)Nc2cccc(-c3cnc4ccccc4n3)c2)cc1 | 97 | 97 | -43 | 101 | 76* | 3 | 0.1 | 98 | 101 | 9 | 100
CCCCCOC(=O)C(C)Sc1n[nH]c(=O)[nH]c1=O (stereo unspecified) | 97 | 105 | -6 | 100 | -3 | 8 | 0.6 | 98 | 96 | 1 | 99
CCOC(=O)CC1C(C(=O)OCC)ON2OC(C(=O)OC)C(C(=O)OCC)C12 (stereo unspecified) | 99 | 98 | / | 97 | 11 | 12 | 0.4 | 99 | 100 | 3 | 100
O=C(c1ccc(Br)cc1)N1CCCC1 | 98 | 102 | / | 99 | 8 | 12 | 0.1 | 97 | 98 | 14 | 104
COC(=O)CC(NC(=O)c1ccc(C)cc1)c1ccc2c(c1)OCO2 (stereo unspecified) | 101 | 100 | / | 103 | 5 | 6 | 0.6 | 102 | 106 | 2 | 108
CCOC(=O)C(Cc1c[nH]c2ccccc12)NC(=O)CNC(C)=O (stereo unspecified) | 100 | 102 | -17 | 103 | 15 | 6 | 0.7 | 101 | 101 | 2 | 103
COc1ccc(OCCNC(=O)Nc2cc(F)c(F)cc2Cl)cc1 | 93 | 100 | -12 | 92 | -7 | 11 | 0.0 | 96 | 91 | 10 | 94
Fc1ccc(NC(=S)NCc2cccs2)cc1 | 102 | 95 | -5 | 96 | -8 | 1 | -0.4 | 98 | 98 | -1 | 100

Nothing new here: entries from further up.
SMILES | Rac1 act GTP bind | Rab7 wt modul | Pf gametocyte | Rab2 wt GTP | Mcl1 Noxa PPI | Avidin bead fluor | ABCB1 block | HRas wt GTP bind | Cdc42 wt GTP | ABCG2 block | Rac1 wt GTP bind
CCOCCCNC(=O)C(NC(=O)c1ccc2c(c1)OCO2)c1ccc(OC)cc1 (stereo unspecified) | 99 | 97 | -11 | 103 | -23 | 30 | 0.1 | 103 | 104 | 2 | 108
CC1CN(c2nnnn2-c2ccccc2)CC(C)O1 (stereo unspecified) | 93 | 98 | / | 96 | 15 | 15 | 0.4 | 95 | 95 | 2 | 96
O=C(Cn1[nH]c(=O)c2ccccc2c1=O)NC1CCN(Cc2ccccc2)CC1 | 96 | 97 | 4 | 97 | 16 | 7 | 0.5 | 98 | 99 | 3 | 98
CC(=O)Nc1ccc(C(=O)Nc2cccc(-c3cnc4ccccc4n3)c2)cc1 | 97 | 97 | -43 | 101 | 76* | 3 | 0.1 | 98 | 101 | 9 | 100
CCCCCOC(=O)C(C)Sc1n[nH]c(=O)[nH]c1=O (stereo unspecified) | 97 | 105 | -6 | 100 | -3 | 8 | 0.6 | 98 | 96 | 1 | 99
CCOC(=O)CC1C(C(=O)OCC)ON2OC(C(=O)OC)C(C(=O)OCC)C12 (stereo unspecified) | 99 | 98 | / | 97 | 11 | 12 | 0.4 | 99 | 100 | 3 | 100
O=C(c1ccc(Br)cc1)N1CCCC1 | 98 | 102 | / | 99 | 8 | 12 | 0.1 | 97 | 98 | 14 | 104
COC(=O)CC(NC(=O)c1ccc(C)cc1)c1ccc2c(c1)OCO2 (stereo unspecified) | 101 | 100 | / | 103 | 5 | 6 | 0.6 | 102 | 106 | 2 | 108

(listing goes on)
SMILES | Rac1 act GTP bind | Rab7 wt modul | Pf gametocyte | Rab2 wt GTP | Mcl1 Noxa PPI | Avidin bead fluor | ABCB1 block | HRas wt GTP bind | Cdc42 wt GTP | ABCG2 block | Rac1 wt GTP bind
CCOC(=O)c1[nH]nc(-c2cc(CC)c(O)cc2O)c1-c1cscn1 | 100 | 99 | / | 103 | -11 | 14 | -2.6 | 105 | 104 | -2 | 103
COc1ccc2[nH]c(=O)c(-c3nnn(-c4ccccc4)n3)cc2c1 | 94 | 99 | / | 93 | 11 | 5 | 1.2 | 92 | 93 | 5 | 93
O=C(Nc1ccc(S(=O)(=O)N2CCCC2)cc1)C1CC(=O)N(c2ccccc2)C1 (stereo unspecified) | 96 | 105 | 34 | 99 | 19 | 27 | 0.1 | 100 | 97 | 1 | 102
COc1cc(NC(=O)CN2CCN(c3ccccc3O)CC2)c(C)cc1[N+](=O)[O-] | 97 | 96 | 1 | 95 | 8 | 3 | -0.1 | 99 | 99 | 5 | 98
Cc1c(/C=N/NC(=O)c2sc3ccccc3c2Cl)cnn1C | 100 | 104 | -9 | 104 | 19 | 11 | 0.7 | 104 | 104 | 2 | 101
C=CCN(c1ccccc1OC)S(=O)(=O)c1cccc(C(=O)OCC(=O)c2c[nH]c3ccccc23)c1 | 104 | 99 | 0 | 103 | 3 | 11 | -0.1 | 104 | 103 | 0 | 104
COc1cc2c(cc1OC)CN(C(=O)C(C)(C)C)CC2 | 98 | 96 | -7 | 99 | -3 | 12 | 0.3 | 101 | 102 | 1 | 105
O=C(O)CCCCn1c(SCc2ccccc2Cl)nc2ccsc2c1=O | 92 | 99 | 1 | 94 | 8 | 12 | 0.8 | 94 | 92 | 3 | 95
Cc1ccc(NCc2nnc(SCC(=O)c3ccc4c(c3)OCCO4)o2)c(C)c1 | 100 | 99 | 23 | 99 | -21 | 13 | -0.3 | 99 | 99 | -1 | 99
Cc1cccc(-n2ccnc2SCC(=O)O)c1C | 100 | 106 | 3 | 100 | 13 | 12 | -0.2 | 102 | 99 | -1 | 101
CC(C)c1ccc(S(=O)(=O)N2CCN(CCC(=O)Nc3ccc(N(C)C)cc3)CC2)cc1 | 95 | 96 | 2 | 99 | 72* | 7 | 0.8 | 100 | 97 | 3 | 104
CN(C)CCN1C(=O)C(O)=C(C(=O)c2cc3ccccc3o2)C1c1cccc(Br)c1 (stereo unspecified) | 94 | 95 | -4 | 94 | 12 | 35 | 0.4 | 94 | 94 | 1 | 93
CCOc1cc(C2C(C#N)=C(N)Oc3n[nH]c(-c4ccncc4)c32)cc([N+](=O)[O-])c1O (stereo unspecified) | 93 | 92 | 5 | 92 | 21 | 16 | 0.3 | 92 | 92 | 0 | 95
CCCNC(=O)c1ccc(SC)cc1OC | 97 | 97 | / | 98 | 0 | 21 | -0.3 | 97 | 100 | 15 | 98
CC[C@@H](C)[C@H](NC(=O)OC(C)(C)C)c1nnc(S(=O)(=O)Cc2cc(C)ccc2C)o1 | 98 | 100 | / | 102 | 10 | 12 | 1.0 | 102 | 101 | 2 | 101
COc1ccc[nH]c1=O | 94 | 95 | 7 | 96 | 18 | 12 | 0.6 | 97 | 97 | 4 | 93
Cc1cc(C)n(CCO)c(=O)n1 | 99 | 98 | / | 99 | 12 | 17 | 0.4 | 101 | 101 | 1 | 105
Cc1nc2nc(C)c(CCC(=O)NC3CCCCC3)c(C)n2n1 | 97 | 99 | 33 | 97 | 3 | 7 | 9.1 | 96 | 99 | 41 | 97
CCc1nc(N)nc(N)c1-c1ccc(Cl)cc1 | 103 | 97 | / | 101 | 5 | 8 | -0.1 | 101 | 100 | 0 | 101
Cc1cc(F)ccc1S(=O)(=O)Nc1ccccc1C(=O)Nc1ccccc1N1CCOCC1 | 95 | 105 | 10 | 100 | 5 | 36 | 0.5 | 100 | 101 | 0 | 98
CC(=O)c1ccc(NC(=O)Nc2sc(NS(=O)(=O)c3ccccc3)nc2C)cc1 | 93 | 101 | / | 99 | 37 | 8 | -0.6 | 97 | 94 | -2 | 95
Cn1cc([C@@H]2C[C@H]3CN(C4CCCC4)C(=O)[C@]34CCCN24)c(-c2ccccc2)n1 | 96 | 97 | -15 | 93 | -13 | 9 | -0.3 | 93 | 92 | 0 | 98
COc1cccc2c(=O)n(CC(=O)N3CCC(C)CC3)ccc12 | 101 | 103 | / | 102 | -6 | 8 | 0.6 | 103 | 102 | 2 | 107
COc1ccc(C(=O)CSc2nnc(-c3cc(C)on3)o2)cc1 | 99 | 102 | / | 99 | 23 | 11 | -0.5 | 98 | 97 | -1 | 99
O=C(Cn1[nH]c(=O)c2ccccc2c1=O)NNC(=O)c1ccccc1 | 96 | 105 | -7 | 99 | 1 | 22 | 0.4 | 101 | 97 | 7 | 98

Assay outcomes (PubChem)
